TRPN1 ag = agonists of zebrafish TRPN1 channel; actives 0.18% (n = 220,000); activation, % at 3 µM; AID 1424; HEK293 zebrafish TRPN1-YFP, Fluo-8 calcium fluorescence; 100% = response to 87 µM carbachol;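 active = activation above its plate's cutoff, the mean activation of test wells on that plate plus 3 SD, cut at about 19% in these data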;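 also: 0% = DMSO alone and 100% = 87 µM carbachol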
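Control set: carbachol 87 µM as high control, DMSO as low control; system: HEK293 stable line with zebrafish TRPN1-YFP; read-out: % activation versus carbachol response; detection: intracellular calcium fluorescence with Fluo-8; doses: single test compound dose, 3 µM nominal, 0.3% DMSO; schedule: dye 1 h 37 °C plus 30 min RT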
TRPML3 ag = activates the human TRPML3 channel. actives 0.29% (n = 220,000). Q8TDD5. HEK293 TRPML3-YFP, Fluo-8 calcium fluorescence; 100% = the carbachol control signal. activation, % at 3 µM. AID 1448;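 active = activation above its plate's cutoff, the mean activation of the plate's test wells plus 3 SD, cut at about 12% in these data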;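 also: 0% = DMSO only wells and 100% = carbachol wells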
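Material: TRPML3-YFP stable HEK293 cells | Dosing: One concentration, 3 µM nominal, 0.3% DMSO | Timing: 125 s total fluorescence read per well | Technique: Fluo-8 calcium dye fluorescence, ex 470-495, em 515-575 nm | Measure: Percent activation from peak-to-basal fluorescence ratio, scaled between DMSO and carbachol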
S1P4 antag = human S1P4 receptor antagonism | O95977 | S1P4-expressing cells, antagonist mode, reporter read-out | inhibition, % at 4.98 µM | actives 0.26% (n = 220,000) | AID 1510; in the data active = inhibition above about 29%;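 also: 0% = wells stimulated with agonist and 100% = vehicle wells without agonist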
NPY1 pot ag = human NPY-Y1 potentiation or agonism, primary screen; actives 0.37% (n = 220,000); NPY-Y1 expressing cells, potentiator/agonist activation; AID 1304; activation, % at 3.6 µM; in the data active = activation above about 33%, passing the limit was not always enough;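 also: cells stimulated with NPY at EC10 then isoproterenol at EC100; 0% = low agonist plus stimulus and 100% = saturating agonist plus stimulus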
Target sequence (P25929 whole entry, looked up): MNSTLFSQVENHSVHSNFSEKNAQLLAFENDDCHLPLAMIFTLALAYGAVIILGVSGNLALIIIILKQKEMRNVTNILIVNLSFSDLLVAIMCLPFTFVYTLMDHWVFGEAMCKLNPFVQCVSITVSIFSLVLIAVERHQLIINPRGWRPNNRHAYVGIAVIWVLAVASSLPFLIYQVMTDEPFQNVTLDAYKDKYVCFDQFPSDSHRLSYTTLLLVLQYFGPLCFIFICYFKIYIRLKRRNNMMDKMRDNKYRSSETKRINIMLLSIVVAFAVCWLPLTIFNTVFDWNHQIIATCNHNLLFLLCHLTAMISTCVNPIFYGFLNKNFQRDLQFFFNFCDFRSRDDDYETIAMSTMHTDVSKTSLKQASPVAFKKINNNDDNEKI
CHOP inh = inhibitors of CHOP induction in ER stress response. CHO-K1 CHOP-promoter luciferase, tunicamycin-induced, 15-18 h. inhibition, % at 10 µM. actives 3.8% (n = 220,000). AID 2732;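 active = compounds that reduced the stress-induced luciferase reporter signal by more than about 70% of percent inhibition, limit read from the data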;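 also: 0% = tunicamycin plus vehicle and 100% = wells without tunicamycin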
EP2 mod = EP2 receptor (human) modulation | P43116 | actives 0.83% (n = 260,000) | EP2-expressing cells, cAMP HTRF FRET, PGE2 co-stimulation | AID 940 | induction, % at 25 µM;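 active = compounds whose cAMP rise, as percent of the full-agonist control response, exceeds 60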;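 also: rat C6 glioma line stably carrying human EP2 under a CMV promoter; the protocol text gives 20 µM as final concentration; 100% = response of wells given 1 µM PGE2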
NPY2 pot ag = human NPY-Y2 potentiation or agonism, primary screen | cells expressing NPY-Y2, potentiator/agonist read-out | activation, % at 3.6 µM | actives 0.45% (n = 220,000); in the data active = activation above about 27%;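 also: cells stimulated with NPY near EC25 plus isoproterenol at EC100; 0% = vehicle plus submaximal agonist and 100% = vehicle plus saturating agonist; some results beyond the cut were filed as inactive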
Target sequence (P49146 whole entry, looked up): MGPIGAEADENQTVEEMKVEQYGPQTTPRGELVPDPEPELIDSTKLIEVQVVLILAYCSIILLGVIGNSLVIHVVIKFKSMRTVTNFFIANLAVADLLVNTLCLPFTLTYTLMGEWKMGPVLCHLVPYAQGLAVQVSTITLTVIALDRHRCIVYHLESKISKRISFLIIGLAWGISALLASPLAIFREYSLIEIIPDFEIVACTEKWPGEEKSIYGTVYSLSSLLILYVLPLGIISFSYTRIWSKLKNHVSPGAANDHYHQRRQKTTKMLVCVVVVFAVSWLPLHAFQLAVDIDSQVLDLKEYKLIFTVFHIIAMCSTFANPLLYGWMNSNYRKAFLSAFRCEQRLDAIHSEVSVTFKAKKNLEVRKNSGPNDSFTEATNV
S1P4 agonist = activates the human S1P4 receptor | O95977 | S1P4-expressing cell line, agonist reporter assay | activation, % at 4.98 µM | actives 0.35% (n = 220,000) | AID 1509; in the data active = activation above about 11%;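 also: 0% = DMSO vehicle and 100% = reference agonist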
NPY-Y1 antag = blocks the human neuropeptide Y Y1 receptor | inhibition, % at 3.6 µM | actives 1% (n = 200,000) | P25929 | HEK293-CNG Y1 cells, membrane potential fluorescence; NPY at EC95, then isoproterenol;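 active = inhibition above the campaign mean inhibition of all tested compounds plus 3 SD, cut at about 20% in these data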;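 also: 0% = DMSO wells given NPY plus isoproterenol and 100% = isoproterenol alone without NPY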
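Material: HEK293 cells with Y1 receptor plus CNG channel; times: compound incubation 1 h at room temperature, readout 45 min post-stimulation; signal: fluorescence, membrane potential probe; read-out basis: fluorescence ratio normalized to % inhibition between controls; benchmarks: full-block control isoproterenol-only wells, zero-block control NPY plus isoproterenol wells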
The depositor's hits bear a star; . = not tested or not shown; & = joins results of further samples; ! = repeats disagree.

SMILES	TRPN1 ag	TRPML3 ag	S1P4 antag	NPY1 pot ag	CHOP inh	EP2 mod	NPY2 pot ag	S1P4 agonist	NPY-Y1 antag
Cc1nc2ccc(-c3ccccc3)cc2o1	-0.5	0.6	-1	-1	-26	9&-51	-3	-0.2	-7
Cc1cccc(-c2ncc(CN3CCCC(CO)(Cc4ccccc4C)C3)cn2)c1 (configuration not stated)	-1.3	0.5	-4	-20	11	-16	-16	-1.2	6
COCCCN1C(=O)c2ccc(C(=O)OCC(=O)N(C)c3ccccc3)cc2C1=O	1.0	-0.5	-14	15	19	33	14	0.5	2
OCCC1CN(Cc2ccccc2OC2CCCC2)CCN1Cc1ccsc1 (configuration not stated)	-1.4	0.1	16	-28	22	-33	-39	-2.7	12
COc1ccc(/C=N/NC(=O)c2cccnc2)cc1CN1CCCc2ccccc21	-1.8	0.0	-3	-8	11	-17	-5	-0.3	2
C/C(=N\NC(=O)c1cccc(N/N=C(\C)c2ccncc2)c1)c1ccncc1	0.7	0.7	-7	10	8	-34	5	-0.4	-5
COC(=O)c1c(NC(=O)C2COc3ccccc3O2)sc2c1CCN(Cc1ccccc1)C2 (configuration not stated)	0.0	0.7	-9	-17	35	18	-28	1.0	22*
Cc1c(C(=O)C(=O)NCCC2=CCCCC2)c2ccccc2n1C	-0.6	-0.7	-6	-24	16	-17	-19	-0.6	1
Cc1ccccc1-n1c(-c2ccc(Cl)cc2)cnc1SCC(=O)NC1CCS(=O)(=O)C1 (configuration not stated)	-0.3	0.5	-5	22	29	-36	14	0.0	0
CCCn1c(=O)c(C(=O)NNS(=O)(=O)c2ccc(C)cc2)c(O)c2ccccc21	-0.5	1.0	-15	-2	90*	19	15	3.1	7
CC(=O)c1cc(F)ccc1OCC(=O)N1CCN(c2ccc(F)cc2)CC1	-0.4	0.7	-5	-5	0	-34	-6	1.4	-3
CCOC(=O)c1c(NC(=O)C2C3C=CC(C3)C2C(=O)O)sc2c1CC(C)CC2 (configuration not stated)	0.1	0.5	-23	20	19	13	-4	1.9	5
CC1CCC2C(=O)N(c3ccc(Cc4ccncc4)cc3)C(=O)C2C1 (configuration not stated)	11	4.2	-11	-21	36	-54	16	2.9	0
CCc1c(C)nc2cc(C)[nH]n2c1=O	1.4	0.9	6	-5	-6	7	-5	-1.4	0
CCOc1ccc(NC(=O)c2csc3c2CCCC3)cc1	-1.6	-0.3	2	-22	3	-29	2	3.2	3
COc1ccc(Cc2nnc(SCC(=O)c3cccc([N+](=O)[O-])c3)n2C)cc1	-0.5	-0.4	-14	-4	-3	-20	0	0.3	0
Nc1c(CO)nnn1-c1ccccc1	0.8	0.6	-12	1	9	28	2	0.6	-1
O=C(C1=NN[C@@H]2C(=O)N(c3cccc(F)c3)C(=O)[C@H]12)c1ccc2ccccc2n1	0.5	0.5	-4	-22	-15	6	-1	-1.5	1
Cc1ccc(-c2nc3ccccc3o2)cc1NC(=O)c1ccc2c(c1)OCO2	-1.1	0.4	-17	-1	87*	-21	0	1.1	-8
CCCCNC(=O)C1CC(=O)N(C2CCCCC2)C1 (configuration not stated)	0.3	0.7	-10	-18	22	-10	-6	1.4	6
COc1cc(OC)cc(C(=O)NC2=NCCS2)c1	-0.3	0.8	0	7	11	-18	-5	-1.2	1
Cc1ccc(NC(=O)CC2S/C(=N/N=C3\CCCc4ccccc43)NC2=O)cc1 (configuration not stated)	2.0	0.5	-13	-10	27	-11	12	0.0	-3
COC(=O)CNC(=O)c1ccccc1C	0.5	0.3	10	-7	25	22	0	-1.0	6
COc1cccc(-n2c(Cc3cc(=O)[nH]c(=O)[nH]3)nnc2SCC(=O)NC2CCCC2)c1	-0.9	0.2	-23	-12	8	16	6	-0.1	2
O=C(OCC(=O)c1cccs1)c1ccc([N+](=O)[O-])o1	0.0	0.8	10	-5	-13	-2	-10	-1.8	-1
c1ccc2c(c1)CC(N1CCCCC1)c1ccccc1N2 (configuration not stated)	0.0	1.5	-10	-14	-21	13	5	0.4	6
COc1cc(/C=N/NS(=O)(=O)c2ccccc2)ccc1OS(=O)(=O)c1ccc(C)cc1	-1.8	0.2	-9	9	12	-10	6	1.3	2
CCCC(=O)Oc1ccc(N(C(=O)CCC)S(=O)(=O)c2cccs2)cc1	-1.5	-0.7	-12	23	36	45	13	1.0	3
COc1ccc(C2CCCN2C(=S)Nc2ccc(C)cc2Cl)cc1OC (configuration not stated)	1.6	2.1	-10	-3	-2	-22	5	1.9	8
CCOCCCNC(=O)C(c1ccc(OC)cc1)N(Cc1cccs1)C(=O)c1ccccn1 (configuration not stated)	1.3	1.1	-13	19	-4	4	-7	-1.0	4
Cc1[nH]n(-c2ccc([N+](=O)[O-])cc2)c(=O)c1C=NCCc1c(C)[nH]c2ccccc12	0.4	0.6	-10	-16	25	-9	-11	5.0	4
COc1cccc(-c2ccc(=O)n(CC(=O)Nc3ccc(C(=O)N4CCCC4)cc3)n2)c1	-0.7	0.0	-14	8	12	-8	1	0.0	-5
COCCN(C(=O)C(F)(F)F)C(C(=O)NC1CCCCC1)c1ccco1 (configuration not stated)	-0.1	0.3	-13	-1	4	13	7	0.0	4
COc1cc2c(cc1OC)CN(c1ccc(-c3ccccc3OC)nn1)CC2	0.4	0.0	0	-10	-22	65*!	-1	-0.2	-2
O=C1c2ccccc2NC(c2ccco2)N1/N=C/c1ccco1 (configuration not stated)	1.5	0.9	2	-3	2	17	0	0.4	3
CC1=CSC2=NC(=O)/C(=C\c3cccn3-c3ccccc3)C(=N)N12	0.0	-0.9	5	-23	-7	40	-11	0.0	-1
CC(=O)Nc1ccc(C(=O)/C=C/c2ccco2)cc1	0.4	0.3	-14	-5	4	3	0	7.1	1
O=C(O)C1=C[C@H](c2ccc(C(F)(F)F)cc2)C[C@H](OCc2ccc(CO)cc2)O1	0.2	0.3	-13	2	14	6	-20	-0.5	7
COC(=O)Cn1c(=NC(=O)c2ccc(OC)c(OC)c2)sc2cc(OC)ccc21	1.3	0.3	-25	17	-14	12	13	1.6	-4
Cc1cc(C(=O)N/N=C/c2ccc3c(c2)OCO3)c2ccccc2n1	0.2	-0.4	-21	9	.	.	11	1.1	.
Cc1[nH]c2ccccc2c1C(=O)COC(=O)C(C)C	-0.2	0.2	-12	-3	9	-8	-6	1.4	0
Clc1cccc(OCCN2CCN(CCOc3cccc(Cl)c3)CC2)c1	0.5	1.1	-23	-5	62	-47	-4	0.0	21*
C/C(N)=C(/C#N)C(=O)CSc1nnnn1-c1ccc(C)cc1C	4.5	1.9	5	-9	.	-49	-3	-2.2	3
CCOc1ccc(OCc2ccc(C(=O)Nc3cccc(C)n3)o2)cc1	-0.1	-0.1	-1	-57	-49	-31	-15	2.0	15
O=c1oc(Nc2ccccc2F)nc2ccccc12	0.0	0.1	-16	-5	2	-10	-8	-2.7	4
Cc1ccc(CN2CCSc3ccc(C(=O)NCc4ccccn4)cc32)cc1	-2.9	-0.9	6	7	21	61*	1	0.4	6
Cc1ccc(-n2nc3c(c2NC(=O)c2c(-c4ccccc4Cl)noc2C)CSC3)cc1	-0.3	-0.4	-1	-11	42	24	-10	1.8	5
CCOc1ccccc1C1N(c2ccc(OC)cc2)C(=O)C2CCCN21 (configuration not stated)	0.8	0.3	-27	5	9	19	-2	0.6	-2
Cc1cccc(Cn2c(SCCN3CCOCC3)nc3c2c(=O)n(C)c(=O)n3C)c1	1.2	-0.2	-16	-12	-2	15&-48	5	0.5	6
CC(O)CNc1nc2sc3c(c2c(=O)n1CCc1ccccc1)CCCCC3 (configuration not stated)	-0.4	-0.1	-14	3	91*	4	17	0.3	-4
Cc1[nH]c2ccccc2c1C(=O)C(=O)NCC1CCCO1 (configuration not stated)	1.9	1.3	6	6	-13	7	11	0.7	-3
COc1ccccc1N1CCN(C2=NS(=O)(=O)c3ccccc32)CC1	0.5	1.4	-37	9	-4	0	6	3.1	4
O=C(COC(=O)Cc1ccccc1F)Nc1cccc(F)c1	1.2	-0.4	-13	21	15	-22	8	1.4	-2
OC1=C(O)c2nc3ccccc3nc21	1.6	0.2	-20	-1	28	-12	4	2.1	-3
O=C(C1CCC1)N1CCc2cc(S(=O)(=O)NCc3cccnc3)ccc21	5.6	2.7	-6	-8	14	19	-11	3.0	4
O=C(CCCn1c(SCC(=O)c2ccc(F)cc2)nc2ccccc2c1=O)NCc1ccco1	0.2	-0.1	6	-16	32	-2	-8	30*	4
Cc1ncc(CO)c(/C=N/NC(=O)c2cc(O)c(O)c(O)c2)c1O	-0.6	1.2	7	-10	1	33	-21	1.3	1
Nc1c2nc(-c3ccccc3Cl)[nH]c(=O)c2nc(=O)n1-c1ccccc1	2.2	0.3	-18	26	-8	23	5	0.5	.
COc1cccc(-c2nc3ccccc3c(=O)n2NC(=O)c2cccnc2Cl)c1	1.6	0.9	-6	1	10	10	6	-0.8	4
O=S(=O)(/C=C/c1ccccc1)c1ccccc1	-2.0	-0.2	17	-12	-8	9	5	-2.2	2
Next part:
SMILES	TRPN1 ag	TRPML3 ag	S1P4 antag	NPY1 pot ag	CHOP inh	EP2 mod	NPY2 pot ag	S1P4 agonist	NPY-Y1 antag
CCOc1ccc(N2C(=O)CC(N3CCN(C4CCc5ccccc5C4)CC3)C2=O)cc1 (configuration not stated)	0.7	0.7	1	-13	24	12	-15	1.9	1
O=C(CCCNS(=O)(=O)c1cccc2nsnc12)NCc1ccccc1	8.9	0.3	-19	-3	13	13	-13	1.1	6
O=C(NC(=S)Nc1ccc(N2CCOCC2)cc1)c1cncc(Br)c1	1.7	-0.2	-10	-13	30	-17	3	0.6	3
CCOc1ccc(C2NC(=O)NC(C)=C2[N+](=O)[O-])cc1OC (configuration not stated)	-0.5	1.0	0	10	11	16	-30	0.5	.

A few values from the results shown.
In S1P4 antag, CCOc1ccc(C2NC(=O)NC(C)=C2[N+](=O)[O-])cc1OC (configuration not stated) reads 0
In NPY-Y1 antag, O=C(NC(=S)Nc1ccc(N2CCOCC2)cc1)c1cncc(Br)c1 reads 3

An excerpt from above in order of formula weight, low to high:
SMILES	TRPN1 ag	TRPML3 ag	S1P4 antag	NPY1 pot ag	CHOP inh	EP2 mod	NPY2 pot ag	S1P4 agonist	NPY-Y1 antag
CCOc1ccc(C2NC(=O)NC(C)=C2[N+](=O)[O-])cc1OC (configuration not stated)	-0.5	1.0	0	10	11	16	-30	0.5	.
O=C(NC(=S)Nc1ccc(N2CCOCC2)cc1)c1cncc(Br)c1	1.7	-0.2	-10	-13	30	-17	3	0.6	3
CCOc1ccc(N2C(=O)CC(N3CCN(C4CCc5ccccc5C4)CC3)C2=O)cc1 (configuration not stated)	0.7	0.7	1	-13	24	12	-15	1.9	1

From PubChem
